CHRM5 PAM – potentiates acetylcholine response at human M5 receptor. AID 624038. P08912. 0.3% of 360,000 active. activation, % at 3 µM. CHO-K1 hM5, Fluo-8 calcium, ACh EC20 PAM; 0% = ACh EC20, 100% = ACh EC100;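 active = activation above the run cutoff, the mean activation of all test compounds plus 3 SD, cut at about 18% in these data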
Target sequence (P08912 whole entry, looked up): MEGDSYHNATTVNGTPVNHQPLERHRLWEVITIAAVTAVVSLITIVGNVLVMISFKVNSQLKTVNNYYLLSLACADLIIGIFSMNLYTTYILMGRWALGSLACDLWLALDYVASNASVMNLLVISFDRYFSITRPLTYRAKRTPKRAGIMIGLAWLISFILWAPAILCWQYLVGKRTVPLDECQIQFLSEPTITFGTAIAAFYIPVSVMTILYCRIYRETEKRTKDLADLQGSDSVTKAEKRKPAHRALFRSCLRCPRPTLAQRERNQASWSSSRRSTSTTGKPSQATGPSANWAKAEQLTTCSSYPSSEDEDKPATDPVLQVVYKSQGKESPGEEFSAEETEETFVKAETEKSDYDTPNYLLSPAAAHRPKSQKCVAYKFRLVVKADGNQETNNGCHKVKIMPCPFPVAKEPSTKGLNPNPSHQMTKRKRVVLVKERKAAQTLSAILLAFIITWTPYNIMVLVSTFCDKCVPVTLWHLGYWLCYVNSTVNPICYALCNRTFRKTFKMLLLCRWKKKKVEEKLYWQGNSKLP
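system = human M5 receptor in CHO-K1 cells | reagent = EC20 acetylcholine as agonist stimulus | compound dosing = single-point, 3 µM nominal | incubation = Fluo-8 loading 80 min at 37 °C plus 30 min room temperature | detection = Fluo-8 calcium dye fluorescence, kinetic read | benchmarks = low control EC20 acetylcholine (0%), high control EC100 acetylcholine (100%)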
M1 antag – human CHRM1 antagonism. P11229. CHO-K1 hM1, Fluo-8 calcium fluorescence, ACh EC80 antagonist. inhibition, % at 3 µM. 1.3% of 360,000 active;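 active = percent inhibition above its own plate's cutoff, namely the mean of that plate's compound wells plus 3 SD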;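 also: peak over basal fluorescence ratio during 140 s after agonist addition; 0% = ACh EC80 plus DMSO and 100% = DMSO alone without agonist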
M5 antag – blocks acetylcholine activation of human M5 receptor; P08912; CHO-hM5 cells, Fluo-8 calcium fluorescence, ACh EC80; inhibition, % at 3 µM; 0.59% of 360,000 active;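 active = inhibition above a per-plate cutoff, the mean of that plate's test compounds plus 3 SD, cut at about 27% in these data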;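 also: 0% = acetylcholine EC80 with DMSO and 100% = DMSO without agonist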
CRFBP-R2 agonist – agonists of human CRF-binding protein/CRF-R2 receptor complex | activation, % at 13.2 µM | HEK293 CRF-R2/CRF-BP, calcium dye fluorescence (FLIPR); percent of saturating CRF peptide response | AID 588473 | 0.46% of 350,000 active;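 active = activation of at least 50%, plus an integration ratio under a set limit after plate pattern correction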;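 also: plate controls were neutral control wells without compound for no effect and CRF at EC100 for full effect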
CHRM5 agonist – CHRM5 agonism in calcium assay; 0.19% of 360,000 active; activation, % at 3 µM; AID 624037; P08912; CHO-K1 hM5 cells, Fluo-8 calcium fluorescence; 0% DMSO wells, 100% maximal acetylcholine response;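 active = activation above the run's mean over test compounds plus 3 SD, cut at about 23% in these data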;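 also: signal is peak over basal fluorescence ratio across the kinetic read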
CHRM4 agonist – agonists of human muscarinic M4 receptor (CHRM4) | CHO-K1 hM4/Gqi5, Fluo-8 calcium fluorescence; vehicle 0%, full acetylcholine response 100% | AID 624127 | activation, % at 3 µM | 0.14% of 360,000 active;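 active = activation above the run mean over all test wells plus 3 SD, cut at about 32% in these data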;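 also: peak over basal fluorescence ratio per well then scaled between controls; 0% = DMSO wells and 100% = acetylcholine at EC100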
Target sequence (P08173 whole entry, looked up): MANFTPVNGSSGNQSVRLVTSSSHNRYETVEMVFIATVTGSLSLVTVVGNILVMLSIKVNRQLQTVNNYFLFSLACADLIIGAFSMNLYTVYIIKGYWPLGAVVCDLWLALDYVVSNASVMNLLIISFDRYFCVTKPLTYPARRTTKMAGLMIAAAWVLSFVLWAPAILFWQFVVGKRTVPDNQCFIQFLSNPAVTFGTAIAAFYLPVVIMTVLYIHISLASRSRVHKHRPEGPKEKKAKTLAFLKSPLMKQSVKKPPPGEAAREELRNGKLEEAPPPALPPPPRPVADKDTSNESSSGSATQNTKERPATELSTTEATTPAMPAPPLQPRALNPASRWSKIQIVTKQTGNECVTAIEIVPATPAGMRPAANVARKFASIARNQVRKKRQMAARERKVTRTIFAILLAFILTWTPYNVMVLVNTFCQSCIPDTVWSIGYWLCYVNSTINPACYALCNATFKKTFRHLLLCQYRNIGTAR
M4 antag – antagonists of human muscarinic M4 receptor (CHRM4); P08173; CHO-hM4 cells, ACh EC80, Fluo-8 calcium fluorescence; inhibition, % at 3 µM; 0.73% of 360,000 active; AID 624125;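 active = inhibition above its plate's cutoff, the mean inhibition of sample wells plus 3 SD, cut at about 27% in these data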;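 also: 0% = acetylcholine EC80 with DMSO and 100% = DMSO without agonist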
CHRM1 PAM – human CHRM1 positive allosteric modulation. CHO-K1 hM1, Fluo-8 calcium fluorescence, ACh EC20; 0% = ACh EC20, 100% = maximal ACh. activation, % at 3 µM. 0.088% of 360,000 active; in the data active = activation above about 19%, passing the limit was not always enough
M4 PAM – CHRM4 positive allosteric modulation | P08173 | CHO-K1 hM4/Gqi5, Fluo-8 calcium fluorescence, ACh EC20; 0% = ACh EC20, 100% = maximal ACh | activation, % at 3 µM | 0.4% of 360,000 active | AID 624126;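 active = activation above its plate's cutoff, the mean activation of sample wells plus 3 SD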; also: some results filed as inactive read as strong as hits
Starred values were filed as active, the others as inactive; nt = not tested or not shown.

SMILES | CHRM5 PAM | M1 antag | M5 antag | CRFBP-R2 agonist | CHRM5 agonist | CHRM4 agonist | M4 antag | CHRM1 PAM | M4 PAM
CCOc1ccc(/C=N/NC(=S)NC2CC3C=CC2C3)cc1 (stereo not drawn) | -7 | -3 | 2 | -0.2 | -2 | -1 | 1 | -2 | -11
Clc1ccccc1NCSC1=NCCS1 | -5 | -14 | 10 | 1.2 | -1 | 2 | 0 | 13 | 13
CN(Cc1cn(Cc2cccc(Cl)c2)nn1)C1CN(Cc2cn(Cc3cccc(Cl)c3)nn2)S(=O)(=O)C1 (stereo not drawn) | -7 | nt | 0 | nt | -3 | 7 | 3 | nt | -6
COc1ccccc1-c1cc(C(=O)Nc2cccnc2Cl)no1 | 2 | -4 | 7 | -0.1 | -4 | 0 | -8 | 6 | -10
CN(C)C(=O)c1ccc(NC(=O)c2ccccc2-c2ccccc2)cc1 | 0 | 8 | 13 | -0.5 | 2 | 1 | 2 | 1 | -3
O=C(Nc1nc(-c2ccc3ccccc3c2)cs1)c1ccc(N2C(=O)CCC2=O)cc1 | 2 | -3 | 1 | 0.0 | 2 | 1 | 1 | 4 | 1
COCC(C)n1c(SCC(=O)Nc2cccnc2Cl)nc2ccccc2c1=O (stereo not drawn) | -2 | -11 | 15 | -1.8 | 1 | -1 | -6 | 6 | 5
CCCCNC(=O)CN1C(=O)c2cccc(N)c2C1=O | -1 | -6 | 8 | 13 | -1 | 2 | -5 | 7 | 3
COC(=O)c1[nH]c2cc(OC)ccc2c1NC(=O)CCN1CCCCC1 | -5 | -31 | 3 | -1.0 | -5 | 0 | 13 | 0 | -5
CC(C)(C)OC(=O)C[C@@H]1C/C=C\C[C@H](CC(=O)N[C@H](CO)Cc2ccccc2)C(=O)N[C@H](C(C)(C)C)COC1=O | -7 | -19 | 5 | -3.9 | 0 | 1 | -9 | 12 | 3
CCOC(=O)CSc1nc2cc(OC)ccc2cc1C#N | -2 | 3 | -2 | 0.1 | -3 | 1 | -3 | -2 | -2
Cc1sc2nc(SCC(=O)N3CCOCC3)[nH]c(=O)c2c1-c1ccccc1 | -7 | 11 | 16 | -0.8 | -2 | 2 | 2 | 2 | 1
Cc1sc2ncn(CC(=O)NCCCN3CC(C)CC(C)C3)c(=O)c2c1S(=O)(=O)N1CC(C)CC(C)C1 (stereo not drawn) | 2 | -11 | 8 | 2.9 | -6 | 0 | 9 | -3 | -12
CSc1ccccc1-c1nnc(-c2ccc(Cl)cc2Cl)o1 | 2 | -11 | 4 | 8.8 | -3 | 1 | 10 | 5 | 10
CCOC(=O)c1ccc(NC(=O)N2CCN(CCc3ccccc3)CC2)cc1 | -8 | -1 | -2 | -1.1 | -2 | 6 | -8 | 1 | 4
CC(C)NC(=O)Nc1ccc2c(c1)C(=O)N([C@H](C)CO)C[C@H](C)[C@@H](CN(C)S(=O)(=O)c1cccs1)O2 | -4 | 35 | 9 | -0.6 | -1 | 0 | 5 | -31 | -5
CCn1c(C)c2c(C)nnc(C)c2c1C | 2 | -7 | -3 | 4.3 | -3 | 1 | -1 | 5 | -4
CCOc1ccc(NC(=O)c2ccc(F)c(S(=O)(=O)N3CCCC3)c2)cc1 | -9 | 10 | 6 | -0.5 | 3 | 14 | -6 | -11 | -4
CC1CC(=O)Nc2ccccc2N1C(=O)CN1CCN(c2ccccc2)CC1 (stereo not drawn) | 3 | -14 | -5 | -1.0 | 2 | 1 | -1 | 8 | 7
O=C(O)c1cc(Nc2cc(Cl)c3nonc3c2[N+](=O)[O-])ccc1O | -2 | -12 | 5 | 0.3 | -3 | 0 | -5 | 9 | -1
COc1ccccc1-c1cn[nH]c1-c1ccc(OCc2ccc(F)cc2)cc1O | -2 | -5 | 4 | 0.8 | -4 | 0 | 2 | 5 | -14
N#Cc1ccc(NC(=O)Cn2cnc(S(=O)(=O)N3CCCC3)c2)cc1 | -3 | -7 | 21 | 2.4 | -4 | 0 | -9 | 1 | 3
CCCNC(=O)COC(=O)c1ccc(S(=O)(=O)N2CCCC2)cc1 | 5 | -3 | -8 | 2.9 | -2 | 0 | 1 | 12 | 1
CCc1ccc(S(=O)(=O)/N=C2\C=C(NS(=O)(=O)c3ccccc3)C(=O)c3ccccc32)cc1 | -1 | -5 | 5 | -3.1 | -6 | 0 | -11 | 17 | -3
Cc1ccc(NC(=O)CSc2ncc(-c3ccccc3)n2C(=O)c2ccccc2)cc1 | -1 | 6 | 1 | 2.4 | -1 | 0 | 8 | -3 | -1
COc1cccc(NC(=O)CCCN2C(=O)C3CC=CCC3C2=O)c1 (stereo not drawn) | 3 | -6 | -5 | 0.2 | -3 | 0 | -4 | 10 | 5
O=C(Nc1ccccc1C(=O)OCn1nnc2ccccc2c1=O)c1ccco1 | -4 | -4 | 3 | 0.7 | -9 | 0 | -1 | 6 | 0
S=c1[nH]nc(-c2ccco2)n1/N=C/c1ccccc1Cl | 1 | -14 | 2 | 2.2 | 2 | 1 | -4 | 9 | 4
Cc1ccc(-n2nc(C)c3c2OC(N)=C(C#N)C3c2ccc(F)cc2)cc1 (stereo not drawn) | 3 | -3 | 0 | 0.1 | 1 | 0 | 1 | 1 | 0
CN(C)S(=O)(=O)N1CCN(c2ccccc2)CC1 | 3 | -35 | 0 | 2.7 | 1 | 1 | -2 | 30* | 2

3 neighbouring entries from above, for reference:
SMILES | CHRM5 PAM | M1 antag | M5 antag | CRFBP-R2 agonist | CHRM5 agonist | CHRM4 agonist | M4 antag | CHRM1 PAM | M4 PAM
COc1ccccc1-c1cn[nH]c1-c1ccc(OCc2ccc(F)cc2)cc1O | -2 | -5 | 4 | 0.8 | -4 | 0 | 2 | 5 | -14
N#Cc1ccc(NC(=O)Cn2cnc(S(=O)(=O)N3CCCC3)c2)cc1 | -3 | -7 | 21 | 2.4 | -4 | 0 | -9 | 1 | 3
CCCNC(=O)COC(=O)c1ccc(S(=O)(=O)N2CCCC2)cc1 | 5 | -3 | -8 | 2.9 | -2 | 0 | 1 | 12 | 1

Following part:
SMILES | CHRM5 PAM | M1 antag | M5 antag | CRFBP-R2 agonist | CHRM5 agonist | CHRM4 agonist | M4 antag | CHRM1 PAM | M4 PAM
c1ccc(-c2cn(-c3ccccc3)c3[n+]2CCS3)cc1 | -5 | 15 | 8 | -1.6 | -5 | 0 | 18 | -6 | -16
Cc1ccc(NCC(=O)N/N=C/c2cc3ccccc3nc2Cl)cc1 | 0 | -2 | -1 | -0.5 | -1 | 1 | -14 | 6 | -4
CN1C(=O)C(c2nnc(Nc3cccc4ccccc34)s2)C2CC1(C)Oc1ccccc12 (stereo not drawn) | -2 | -2 | 4 | -3.1 | 2 | 6 | -5 | 5 | 5
CCOc1cccc(C(=O)Nc2nccs2)c1 | 3 | -13 | -2 | 11 | -9 | 2 | 1 | 9 | 3
CC/C(=C(\c1ccc(O)cc1)c1ccc(OCCN(C)C)cc1)c1ccccc1 | -1 | -18 | 3 | 3.1 | 2 | 5 | 0 | 3 | 3
Cc1ccc2nc(-c3ccc(NC(=O)CN4CCN(c5ccccn5)CC4)cc3)sc2c1 | -1 | -4 | -11 | 2.3 | 3 | 5 | 0 | 12 | 2
Nc1c(C(=O)Nc2ccccc2)nnn1-c1ccc2c(c1)OCCO2 | -4 | -2 | 5 | 0.7 | 1 | 11 | -1 | 3 | 5
O=C(CCCSc1nc2ccccc2c(=O)[nH]1)c1ccccc1 | -5 | 6 | 8 | -3.8 | -5 | 3 | 7 | 0 | -7
O=C(NCc1ccccc1)Nc1cc(Cl)ccc1Cl | 0 | -4 | 5 | -0.1 | -3 | 0 | -9 | 10 | 8
CCN(CC)C(=O)CN1CCN(c2ncccn2)CC1 | 5 | -3 | -3 | -1.1 | 2 | 3 | -4 | 5 | 4
COCCNC(=O)c1ccc(CN2CCOCC2)cc1 | -2 | -36 | 10 | -1.4 | -1 | 1 | -2 | 5 | 0
COc1ccc(-c2oc(=O)c3cc(OC)c(OC)cc3c2/C=C/c2cccc([N+](=O)[O-])c2)cc1 | -2 | -10 | 9 | 2.6 | 0 | -1 | -11 | 6 | 7
Cc1ccc(CN2CCC[C@]3(N[C@H](c4ccc(C(F)(F)F)cc4)[C@@H]4C(=O)N(C)C(=O)[C@@H]43)C2=O)cc1 | 6 | -11 | -1 | -0.9 | -2 | 1 | -14 | 6 | 9
OC(c1cccc(F)c1)c1ncc(-c2ccc(C(F)(F)F)cc2)[nH]1 (stereo not drawn) | -5 | -1 | 6 | nt | 0 | 2 | -7 | -1 | 1
CCCc1nn(C)c(C(=O)Nc2ccccc2)c1Cl | 1 | 0 | 2 | 1.2 | -2 | 2 | 4 | -5 | 10
COc1ccc(N2C(=NC(=O)c3ccc(Br)cc3)SC3CS(=O)(=O)CC32)cc1 (stereo not drawn) | -3 | 1 | 12 | -0.3 | 2 | 0 | 7 | -2 | 5
O=C(c1cc2ccccc2o1)N1CCN(c2cccc(Cl)c2)CC1 | -1 | 3 | 4 | 1.4 | -3 | 0 | 5 | 4 | -3
O=S(=O)(NC1=NCCC1)c1cccs1 | 1 | -13 | 2 | 0.8 | 2 | 0 | -5 | 6 | 2
CCc1cccc(C)c1NC(=O)CN1C(=O)NC(C)(CCC(C)C)C1=O (stereo not drawn) | 6 | -5 | 8 | -0.1 | 5 | 1 | -4 | 5 | 1
Cc1ccc(C2C(C#N)C(C#N)N3CCCN23)cc1 (stereo not drawn) | -1 | -13 | 8 | -0.4 | -3 | 1 | -2 | -3 | 4
C=CCOc1ccc(/C=C/C(=O)OCC(=O)NC(C)c2ccc(F)cc2)cc1 (stereo not drawn) | -6 | 3 | 12 | 4.7 | -1 | 4 | 2 | 8 | 9
CN1CCN(S(=O)(=O)c2cccc(C(=O)Nc3cc(C(N)=O)cc(C(N)=O)c3)c2)CC1 | 1 | -11 | -4 | -0.3 | -1 | 0 | -8 | 9 | 0

One compound at a time, from the list above. Values in the order: CHRM5 PAM	M1 antag	M5 antag	CRFBP-R2 agonist	CHRM5 agonist	CHRM4 agonist	M4 antag	CHRM1 PAM	M4 PAM
O=C(c1cc2ccccc2o1)N1CCN(c2cccc(Cl)c2)CC1 across the screens: -1	3	4	1.4	-3	0	5	4	-3
CCCc1nn(C)c(C(=O)Nc2ccccc2)c1Cl across the screens: 1	0	2	1.2	-2	2	4	-5	10
COCCNC(=O)c1ccc(CN2CCOCC2)cc1 across the screens: -2	-36	10	-1.4	-1	1	-2	5	0
O=S(=O)(NC1=NCCC1)c1cccs1 across the screens: 1	-13	2	0.8	2	0	-5	6	2
Cc1ccc(CN2CCC[C@]3(N[C@H](c4ccc(C(F)(F)F)cc4)[C@@H]4C(=O)N(C)C(=O)[C@@H]43)C2=O)cc1 across the screens: 6	-11	-1	-0.9	-2	1	-14	6	9

Source: PubChem BioAssay
